From PubChem
PI5P4Ka inh: inhibitors of human PI5P4K alpha. P48426. PI5P4Kalpha enzyme, ADP-Glo luminescence, 60 min; active compounds read low. max response, %. 1.2% of 330,000 active; active means max response of -50% or lower; inconclusive means between -30% and -50%; inactive means -30% or higher; further: value at the top dose of about 77 µM; on the % scale 0 is the no-effect control and ±100 the full control effect
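Reactions run in 0.038 M HEPES pH 7.4, 0.28 mM EGTA, 0.1% CHAPS and 5% DMSO, with PI5P4Kalpha, substrate, compound and 5 microM ATP final, one hour at room temperature. Readout is ADP-Glo luminescence.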
EPAC1 ag: EPAC1 (human) agonism | 0.073% of 360,000 active | EPAC1 agonist qHTS, biochemical assay; response scale: 100% = response to 6.5 mM cAMP | Potency, µM (top dose mostly 154 µM), for inactives: at the highest dose activation, most hits filed as activators | O95398; further: potency means the concentration at half of the fitted maximal effect; nearly all actives have a fitted effect of over 60% in size
Target sequence (O95398 whole entry, looked up): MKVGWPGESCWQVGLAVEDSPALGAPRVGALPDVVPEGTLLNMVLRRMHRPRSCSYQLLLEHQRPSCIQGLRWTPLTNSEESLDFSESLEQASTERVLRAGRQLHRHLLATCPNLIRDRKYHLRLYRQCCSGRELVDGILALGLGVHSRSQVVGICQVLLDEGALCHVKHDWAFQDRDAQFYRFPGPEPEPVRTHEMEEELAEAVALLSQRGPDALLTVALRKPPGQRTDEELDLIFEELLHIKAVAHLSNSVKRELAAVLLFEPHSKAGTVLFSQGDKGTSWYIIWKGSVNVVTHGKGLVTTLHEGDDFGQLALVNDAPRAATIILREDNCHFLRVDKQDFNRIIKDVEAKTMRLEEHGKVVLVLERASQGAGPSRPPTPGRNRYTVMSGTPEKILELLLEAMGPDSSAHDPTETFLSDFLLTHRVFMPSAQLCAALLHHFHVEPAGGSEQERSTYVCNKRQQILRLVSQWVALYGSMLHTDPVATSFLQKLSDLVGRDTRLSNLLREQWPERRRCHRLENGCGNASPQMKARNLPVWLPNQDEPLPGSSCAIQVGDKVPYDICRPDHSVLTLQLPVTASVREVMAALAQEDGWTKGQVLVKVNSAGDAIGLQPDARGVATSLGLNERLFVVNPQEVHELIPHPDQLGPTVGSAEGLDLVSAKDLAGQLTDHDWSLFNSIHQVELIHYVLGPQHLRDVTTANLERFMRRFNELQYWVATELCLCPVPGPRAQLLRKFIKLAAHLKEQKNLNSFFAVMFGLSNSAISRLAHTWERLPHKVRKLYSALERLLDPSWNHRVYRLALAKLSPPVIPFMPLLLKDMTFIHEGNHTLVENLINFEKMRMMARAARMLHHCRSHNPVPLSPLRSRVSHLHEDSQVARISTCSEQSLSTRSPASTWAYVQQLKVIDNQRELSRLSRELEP
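EPAC1 100 nM, Rap1B–BODIPY-GDP 250 nM, unlabeled GDP 50 uM; compound titration; 5 min RT; kinetic read ex480/em540 at 5-min intervals ×30 min; data normalized to 6.5 mM cAMP agonist control.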
EPAC1 antag: antagonists of human EPAC1; O95398; EPAC1 GEF assay, Rap1b-BODIPY-GDP exchange fluorescence; Potency, µM (doses to about 115 µM), without a hit: at the top dose activity change, negative = inhibition, most hits filed as inhibitors; 0.14% of 360,000 active; AID 720709;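 further: potency means the concentration at half of the fitted maximal effect; plate controls were vehicle for no effect and positive control for full effect; nearly all actives have a fitted effect of over 50% in size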
CCT chaperon mod: cytosolic chaperonin activity modulation; purified chaperonin ATPase assay, HTRF ADP detection, 30 min; activity change, % (concentration not given with the values), hits read low; 0.3% of 360,000 active; AID 651819; in the data active means activity change below about -30%; further: on the % scale 0 is the no-effect control and ±100 the full control effect
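TRiC (40 or 20 nM final, by batch activity) in 30 mM Tris pH 7.4, 100 mM KCl, 5 mM MgCl2, 1 mM DTT was treated with compound at 76 uM single dose, then 10 uM ATP, 30 min at 37 °C. ADP was read by HTRF Transcreener.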
IL-2 act: IL-2 activation | IL-2 activation reporter assay, cell-based qHTS; stimulated with anti-CD3/CD4/CD28 beads; in transgenic mouse T cells | activation, % (series mostly up to about 46 µM) | 0.065% of 360,000 active | AID 652025; in the data active means activation above about 50%; inconclusive means mostly about 30% to 49%; further: 0% is about no effect
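Unstimulated transgenic mouse T cells; 60-min compound exposure; bead-based TCR/CD4/CD28 stimulation; 18 h culture, 37 degrees C; dual fluorescence (EGFP, DsRed) plate cytometry.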
EPAC2 ag: activates human EPAC2 exchange factor; Q8WZA2; EPAC2 activation, biochemical qHTS; response scale: 100% = 6.5 mM cAMP response; Potency, µM (top dose mostly 154 µM), for the others: top-dose activation, actives largely listed as activators; 0.079% of 360,000 active; AID 720711; further: potency means the concentration at half of the fitted maximal effect; nearly all actives have a fitted effect of over 50% in size
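EPAC2 (100 nM) mixed with Rap1B loaded with BODIPY-GDP (250 nM) plus 50 uM unlabeled GDP; compounds pinned in, 5 min RT, then read every 5 min for 30 min (ex 480, em 540 nm). Normalized to cAMP control.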
PLK1 PBD block: PLK1 (human) polo-box domain binding inhibition; P53350; Plk1 PBD binding of FITC phosphopeptide, fluorescence polarization; Potency, µM, for inactives: max response, negative = inhibition, usual class: inhibitors; 2.8% of 360,000 active; further: potency means the concentration at half of the fitted maximal effect; series mostly up to about 57 µM; on the % scale 0 is the no-effect control and ±100 the full control effect; nearly all actives have a fitted effect of over 65% in size
WRN inhibitor: blocks human WRN helicase; AID 651768; WRN helicase unwinding, fluorescent forked duplex, kinetic; Q14191; Potency, µM (series often up to 114 µM), without a hit: at the top dose activity change, negative = inhibition, most hits filed as inhibitors; 0.46% of 360,000 active; further: potency means the concentration at half of the fitted maximal effect; on the % scale 0 is the no-effect control and ±100 the full control effect; nearly all actives have a fitted effect of over 55% in size
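Enzyme (20 nM final) and test compound sit together 15 min at room temperature before substrate addition. Substrate is a single-forked duplex oligonucleotide (100 nM) labelled with fluorophore and quencher, with 2 mM ATP; helicase unwinding raises red fluorescence, read kinetically.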
* = called active by the depositor; u = inconclusive; x = not tested or not shown; [ ] = remark or other dose. Unless noted, the call rests on the fitted dose curve; in most records, active means well fitted curve in the direction sought with a large enough effect; inconclusive means small, poorly fitted or top-dose-only effect, or another doubt; inactive means no such curve, though single readings can be large; an effect the other way counts as inactive or inconclusive. A portion of the library (hit frequency here may not be typical).

Results follow in this order: PI5P4Ka inh | EPAC1 ag | EPAC1 antag | CCT chaperon mod | IL-2 act | EPAC2 ag | PLK1 PBD block | WRN inhibitor
- N#CC1=C(N)Oc2cc3ccccc3cc2C1c1cccnc1 (stereo unspecified)
 : -16 | 3% | -13% | -1.6 | -1.5 | 11% | -13% | 0%
- C=C(C)CN(Cc1ccccc1)C(=S)Nc1ccccc1
 : -4 | -7% | 0% | -3.2 | -1.6 | 7% | -10% | 4%
- CC1=C(C(=O)Nc2ccccc2)C(c2ccc(C)o2)N2C(=O)CSC2=N1 (stereo unspecified)
 : 7 | 0% | -11% | -1.3 | 0.0 | -84%[15.6 µM] | -9% | -9%
- CC(=O)c1cc(C)ccc1OC(=O)c1ccco1
 : x | -1% | 15% | 2.1 | -3.1 | 2% | -25% | -19%
- CN1CCN(C(=O)CSc2nc(-c3cccs3)cc(-c3cccs3)c2C#N)CC1
 : 10 | 0% | 0% | -1.9 | 13 | 12% | -11% | -6%
- COc1ccc(C(=O)OC2CCN(C)CC2)cc1
 : 6 | -5% | 11% | -4.7 | -0.3 | 2% | -2% | -1%
- O=S(=O)(CC(O)(c1ccccc1)c1ccccc1)CC(O)(c1ccccc1)c1ccccc1
 : -6 | -8% | 2% | -2.1 | 0.6 | 2% | 2% | 4%
- Cc1ccccc1S(=O)(=O)NC(=O)C1(C)CCN1C(=O)CCc1ccc(Cl)cc1Cl (stereo unspecified)
 : 0 | -4% | -9% | -1.3 | 0.4 | -9% | 0% | 0%
- CCOC(=O)N1CCC(NC(=O)c2cc(C)c3c(C)nn(-c4ccccc4)c3n2)CC1
 : x | 1% | 12% | -0.1 | -4.5 | -3% | 0% | 10%
- COc1ccc2c(c1OC)C(=O)N(c1ccc(OCc3ccccc3)cc1)C2=O
 : 5 | 10% | -11% | 1.2 | 0.1 | 4% | -3% | 5%
- CCOC(=O)c1c(=O)n(O)c2ccc(C)cc2[n+]1[O-]
 : -4 | 2% | 8% | -2.2 | -0.3 | -4% | -3% | -9%
- CCC(C)(C)NC(=O)C(c1cccc(OC)c1OC)N(CCOC)C(=O)CCC(=O)Nc1cc(C)on1 (stereo unspecified)
 : -4 | -1% | 30% | -1.1 | 0.3 | 7% | -20% | 9%
- O=C1/C(=C\c2ccccn2)SC(=S)N1c1ccc(S(=O)(=O)Nc2nccs2)cc1
 : -71* | -8% | -27% | -2.2 | -0.6 | 8% | u | u
- O=C(Nc1ccc(N2CCN(C(=O)c3ccc(Cl)cc3)CC2)cc1)c1ccc(Br)o1
 : 3 | 3% | 4% | -0.2 | -0.2 | 17% | -3% | -4%
- O=C(NNC(=O)C1CC=CCC1)c1ccccc1Cl (stereo unspecified)
 : 0 | 19% | -7% | -1.7 | 2.1 | 11% | -24% | 0%
- CCCCNc1c(-c2ccc(-c3ccc(OC)cc3)c(OC)c2)nc2ccccn12
 : 2 | 3% | 9% | 0.8 | -0.8 | 3% | 6% | 0%
- Cc1ccc(NC(=O)c2noc3c2CC(C(C)(C)C)CC3)cc1 (stereo unspecified)
 : -1 | 10% | -19% | -4.0 | 2.1 | -27% | -14% | 9%
- CCN(CC(=O)Nc1c(F)cccc1F)C(=O)/C=C/c1ccc(S(=O)(=O)N2CCCCCC2)cc1
 : 2 | 2% | -20% | 0.6 | -5.8 | -3% | 4% | -6%
- CC(=O)Nc1ccc(-c2ccccc2)s1
 : -7 | 6% | -6% | -7.9 | -0.1 | 0% | -7% | 7%
- COC(=O)C1=C(C)N(C)C(=O)NC1c1c(O)ccc2ccccc12 (stereo unspecified)
 : 0 | 0% | -17% | -1.8 | -0.1 | 10% | 6% | 5%
- O=C(O)CCC(=O)N1CCN(c2ncccc2C(F)(F)F)CC1
 : 1 | 5% | -1% | 0.8 | -1.6 | -1% | 3% | 3%
- CCOc1ccc(N2C(=O)CC(NCCNc3ccc(C(=O)c4cccs4)cc3)C2=O)cc1 (stereo unspecified)
 : 3 | -3% | 6% | -0.7 | 0.5 | 10% | -1% | -3%
- CCCCCc1nc2c(c(=O)c3ccccc3n2C)c(=O)n1Cc1ccc(OC)cc1
 : -10 | 2% | -3% | 0.5 | 0.0 | -5% | -3% | -6%
- COc1cc(OC)cc(-c2c(C#Cc3ccsc3)c3cc(Br)ccc3n2C)c1
 : 9 | -9% | -11% | 1.6 | -0.3 | 0% | -8% | -7%
- Cc1ccc(-c2cnc3ccccc3n2)cc1C
 : 3 | -3% | -2% | 2.2 | -0.3 | 9% | -1% | -9%
- Cc1csc(SC(C)C(=O)Nc2ccc(S(=O)(=O)N3CCCC3)cc2)n1 (stereo unspecified)
 : -2 | 6% | -7% | -1.7 | 1.7 | 7% | -9% | 1%
- COCCCNC(=S)NCCNc1nc2cc(C)c(C)cc2cc1C#N
 : 0 | 1% | 1% | 1.4 | -3.5 | -5% | -3% | -1%
- O=C(c1cc(N2C(=O)C3C4CCC(C4)C3C2=O)ccc1Cl)N1CCN(c2ccccc2F)CC1 (stereo unspecified)
 : -6 | 4% | -2% | -0.1 | 0.4 | -3% | -4% | 3%
- COc1ccc(Cn2c(O)c(C=Nc3ccccc3C(=O)O)c3ccccc3c2=O)cc1
 : -13 | -7% | -10% | 0.1 | 4.1 | -14% | u | u
- CCCCNC(=S)Nc1ccc2cn[nH]c2c1
 : -7 | 6% | 7% | -2.0 | 0.5 | -6% | -3% | -32%[57.1 µM]

The list goes on; it opens with the two that closed the last part.
Results follow in this order: PI5P4Ka inh | EPAC1 ag | EPAC1 antag | CCT chaperon mod | IL-2 act | EPAC2 ag | PLK1 PBD block | WRN inhibitor
- COc1ccc(Cn2c(O)c(C=Nc3ccccc3C(=O)O)c3ccccc3c2=O)cc1
 : -13 | -7% | -10% | 0.1 | 4.1 | -14% | u | u
- CCCCNC(=S)Nc1ccc2cn[nH]c2c1
 : -7 | 6% | 7% | -2.0 | 0.5 | -6% | -3% | -32%[57.1 µM]
- CCCNC(=O)C1(C)CCN(Cc2cc(-c3ccccc3)on2)C1 (stereo unspecified)
 : -2 | 0% | -6% | 2.4 | -0.3 | 7% | -10% | -3%
- CSc1nc(C)cc(C)c1C#N
 : -50* | -6% | 1% | 1.9 | -2.8 | 3% | 2% | -6%
- COC(=O)c1cc(S(=O)(=O)NCc2cccc(Br)c2)c[nH]1
 : 0 | -5% | 9% | -0.4 | 6.8 | -4% | -1% | -5%
- O=C1NC2(CCCCC2)N=C1c1ccc(F)cc1
 : x | -3% | 10% | 1.4 | -2.8 | 3% | -2% | 5%
- O=C(O)CSc1ccccc1C(=O)O
 : 2 | 12% | -8% | -0.7 | -0.1 | 3% | -7% | -1%
- CN(NS(=O)(=O)c1ccc(Cl)cc1)c1ncc(C(F)(F)F)cc1Cl
 : 8 | -18% | 1% | 1.4 | -0.3 | -12% | 3% | 2%
- O=C(NCc1ccccc1)c1ccc(OCC2CCCO2)cc1 (stereo unspecified)
 : -9 | -1% | u | -0.8 | -2.2 | 8% | -23% | -6%
- COc1ccc(C(=O)CSc2nc(N)nc(SC)c2C#N)cc1
 : -4 | -9% | 9% | 2.6 | -3.1 | -2% | -3% | 13%
- Cn1c(SCCCC(=O)c2ccccc2)nnc1-c1ccncc1
 : -2 | -1% | -11% | -22 | -2.4 | -7% | 0% | 5%
- Cn1c(O)c(/C=C2\C=NN=C2c2ccccc2)sc1=S
 : 4 | 9% | -8% | -1.1 | -0.5 | 4% | 1% | -3%
- O=C(NC(=S)Nc1ccc(CN2CCOCC2)cc1)c1ccc2c(c1)OCCO2
 : 1 | 5% | -26% | -2.4 | -0.4 | 18% | -12% | -13%
- CC(C)c1ccccc1NC(=O)c1ccc2ncsc2c1
 : -11 | -1% | 10% | -2.3 | -0.3 | 11% | -13% | -8%
- Cc1nn(Cc2cccc(C(N)=O)c2)c(C)c1Br
 : 1 | -1% | -10% | -0.9 | 0.4 | 11% | -3% | -7%
- Cc1cccc(NC(=O)C[n+]2cccc(C)c2)c1
 : -3 | 14% | 11% | -9.3 | -0.8 | 2% | -9% | -24%
- Cc1onc(-c2c(F)cccc2Cl)c1C(=O)Nc1cccc(S(=O)(=O)NCc2ccco2)c1
 : -21 | 3% | -22% | -1.6 | 0.4 | 7% | -6% | -11%
- CCOC(=O)Cc1csc(N/N=C/c2ccc(Cl)cc2)n1
 : -12 | 2% | -11% | -1.4 | 0.1 | 11% | -3% | 1%
- CCCn1c(SCC(=O)NNC(=O)c2ccccc2)nnc1-c1cccnc1
 : 0 | 3% | -23% | -0.2 | -0.1 | 2% | -16% | 6%
- CCOC(=O)CSc1nc(C)c(C(=O)OCC)s1
 : 8 | -7% | -8% | -0.9 | 2.6 | 6% | -25% | -7%
- Cc1ccc(C(=O)Nc2ccc(N3CCOCC3)c3nonc23)cc1[N+](=O)[O-]
 : u | 4% | u | -0.9 | 0.4 | 5% | u | -7%
- CC(C)Cc1cc(C(=O)O)n[nH]1
 : -1 | 13% | 18% | -1.5 | -0.6 | 4% | -3% | 1%
- CC(C)c1cc(C(=O)NCCc2cccs2)c(N)s1
 : -17 | -2% | 6% | x | 0.8 | -2% | -3% | -1%
- COc1ccc(CNC(=O)NC2CCCCC2)cc1
 : x | -1% | 9% | 0.6 | -0.2 | 3% | 4% | -2%[57.1 µM]
- CCOc1ccc(CCNC(=O)COC(=O)/C=C/c2ccc(C)o2)cc1OCC
 : 0 | -11% | -25% | 0.4 | -1.3 | -13% | 0% | 2%
- CCOC(=O)C1(N(CC)CC)Sc2cc(C)ccc2NC1=O (stereo unspecified)
 : 4 | -16% | -9% | 0.1 | -1.3 | -7% | -23% | 0%
- COc1cc(CNc2ccc3[nH]c(=O)[nH]c3c2)cc(Br)c1OCc1ccc(F)cc1
 : -9 | 2% | -13% | -1.8 | -3.7 | 15% | -6% | 10%
- CC(Oc1cccc(Cl)c1)C(=O)Nc1cc(=O)n(C)c(=O)n1C (stereo unspecified)
 : x | -1% | 10% | -1.8 | -3.2 | 2% | -1% | 1%
- O=C(NC(=S)Nc1ccc(S(=O)(=O)N2CCCCCC2)cc1)c1cccs1
 : -16 | 0% | -2% | 1.2 | 3.0 | 14% | -2% | 5%
- Cc1ccccc1OCCC(=O)Nc1ccc(F)c(Cl)c1
 : -7 | 6% | -9% | -14 | -2.6 | 11% | -7% | -10%
- Cc1ccc(NC(=O)c2c(F)cccc2Cl)cc1S(=O)(=O)N1CCOCC1
 : -2 | 2% | 16% | 0.8 | 1.9 | -2% | 1% | 5%
- COc1ccccc1N1CCN(S(=O)(=O)c2ccc3nc(-c4ccccc4)[nH]c3c2)CC1
 : 2 | 7% | -27% | -1.1 | -2.8 | 10% | -1% | -8%
